# High-throughput results: PubChem BioAssay, several laboratories
# PP5 primary = PP5 phosphatase inhibitors, primary screen, biochemical, fluorescence; Serine/threonine-protein phosphatase 5 (Homo sapiens), P53041; purified PP5c, OMFP substrate fluorescence; inhibition, % at 6.7 µM; actives 0.18% (n = 320,000);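 active = inhibition above the campaign's mean inhibition across all tested compounds plus 3 SD, cut at about 9.5% in these data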;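 also: 0% = DMSO only and 100% = 100 µM cantharidin control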
# Target sequence (P53041 whole entry, looked up): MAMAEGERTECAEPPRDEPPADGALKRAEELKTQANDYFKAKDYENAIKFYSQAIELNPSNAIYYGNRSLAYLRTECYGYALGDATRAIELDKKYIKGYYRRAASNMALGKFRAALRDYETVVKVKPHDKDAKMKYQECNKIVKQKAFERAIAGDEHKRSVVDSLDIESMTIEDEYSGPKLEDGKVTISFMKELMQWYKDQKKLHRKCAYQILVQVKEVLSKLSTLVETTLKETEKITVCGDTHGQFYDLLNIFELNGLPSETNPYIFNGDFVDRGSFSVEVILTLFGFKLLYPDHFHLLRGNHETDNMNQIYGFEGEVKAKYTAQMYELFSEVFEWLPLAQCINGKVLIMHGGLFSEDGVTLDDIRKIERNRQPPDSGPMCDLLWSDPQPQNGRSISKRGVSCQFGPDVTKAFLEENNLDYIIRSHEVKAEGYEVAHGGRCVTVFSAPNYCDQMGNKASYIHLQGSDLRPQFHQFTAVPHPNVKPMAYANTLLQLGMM
# Yeast superoxide = reduction of superoxide in aged yeast, primary screen, HTS. S. cerevisiae aged cells, superoxide DHE fluorescence; stronger effect = lower value. actives 0.18% (n = 330,000). AID 2690, 2010. superoxide response (% of plate mean), % at 10 µM;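 active = superoxide response under a set limit, about three screen SD below normal, cut at about 65% in these data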;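 also: yeast aged for seven days with compound at 30 °C before DHE staining; 100% = average MFI of all compound-treated wells on the plate with controls excluded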
# PP1 inh = PP1-alpha phosphatase inhibitors, primary screen, counter-screen for PP5 inhibitor project, biochemical, fluorescence, OMFP substrate, single point. actives 0.9% (n = 320,000). AID 2235, 2010. purified PP1alpha. inhibition, % at 6.7 µM;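 active = inhibition above the mean inhibition of all tested compounds plus 3 SD, computed separately for each screening campaign, cut at about 15% in these data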
# TPT1 inhibitor = Candida albicans TPT1 enzyme inhibitors, primary screen, biochemical, fluorescence polarization; tRNA 2'-phosphotransferase TPT1 (Candida albicans SC5314); recombinant caTPT1, FP RNA substrate dephosphorylation; inhibition, % at 5 µM; actives 0.81% (n = 300,000); AID 1962, 2009;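 active = inhibition above the mean of all tested compounds plus 3 SD, set per screening campaign, cut at about 24% in these data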;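 also: plate controls were DMSO alone for no effect and ferristatin control at 100 nM for full effect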
# JMJD2C inh = inhibitors of GASC-1 histone demethylase, primary screen, biochemical, fluorescence, DELFIA europium. GST-JMJD2C(1-420) H3K9me3 demethylation. inhibition, % at 2.35 µM. actives 0.069% (n = 330,000). Lysine-specific demethylase 4C (Homo sapiens), Q9H3R0. AID 2099, 2009;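 active = more than half of a compound's replicate wells show inhibition beyond 50%, single wells judged on their own value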;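 also: signal counts dimethyl H3K9 product captured on neutravidin plate; 0% = median of DMSO wells and 100% = 0.3 times that DMSO median; strong numbers were not always called active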
# Target sequence (Q9H3R0 1-420 limits assumed): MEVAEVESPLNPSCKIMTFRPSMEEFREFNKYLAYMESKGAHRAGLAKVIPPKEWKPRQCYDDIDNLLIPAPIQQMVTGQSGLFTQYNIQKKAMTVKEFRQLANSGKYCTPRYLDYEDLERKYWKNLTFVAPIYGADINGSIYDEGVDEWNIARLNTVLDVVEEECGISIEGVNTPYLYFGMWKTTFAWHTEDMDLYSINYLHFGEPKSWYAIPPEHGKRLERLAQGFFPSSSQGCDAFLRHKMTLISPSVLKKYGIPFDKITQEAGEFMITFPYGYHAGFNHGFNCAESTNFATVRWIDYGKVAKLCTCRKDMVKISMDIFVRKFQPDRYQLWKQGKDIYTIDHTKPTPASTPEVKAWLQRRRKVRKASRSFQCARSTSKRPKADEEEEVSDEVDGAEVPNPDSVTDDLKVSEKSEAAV
# HCV core dimer = inhibitors of HCV core protein dimerization, primary screen, biochemical, TR-FRET, high-throughput; TR-FRET GST/Flag-core106 dimerization, 1536-well; actives 0.33% (n = 300,000); inhibition, % at 5 µM; AID 1899, 2009;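 active = inhibition above the mean of all tested compounds plus 3 SD, set per screening campaign, cut at about 45% in these data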
#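 System: GST-tagged and Flag-tagged HCV core protein residues 1-106 / Input: core106 proteins, GST 13.5 nM and Flag 17 nM / Buffer or medium: KF-containing HEPES buffer, pH 7.45, DTT, CHAPS, BSA / Probe or stimulus: Eu-anti-GST and XL665-anti-Flag labelled anti-tag antibodies / Schedule: 4 h, 22.5 °C incubation / Technique: TR-FRET 671 and 617 nm emission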
# CTSL1 counter = Fasciola hepatica cathepsin L1 inhibitors, primary screen, counter-screen for PFM18AAP inhibitor project, biochemical, QFRET, fluorogenic peptide substrate | inhibition, % at 5.96 µM | AID 1906, 2009 | recombinant F. hepatica cathepsin L1, Z-Leu-Arg-MCA fluorescence | actives 0.49% (n = 300,000);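 active = inhibition above the mean of all tested compounds plus 3 SD, set per screening campaign, cut at about 17% in these data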;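 also: 0% = plate median of test compound wells and 100% = 1 µM Z-Phe-Ala-diazomethylketone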
# EBNA-1 inh = EBNA-1 DNA-binding inhibitors, primary screen, biochemical, fluorescence polarization; inhibition, % at 14.8 µM; actives 0.34% (n = 300,000); AID 1950, 2009; in the data active = inhibition above about 28%
# ZTA counter = ZTA (EBV) inhibition in EBNA-1 counter-screen. inhibition, % at 11 µM. actives 0.15% (n = 320,000). ZTA-DNA binding, fluorescence polarization. P03206; in the data active = inhibition above about 33%
# Starred values were filed as active, the others as inactive; nt = not tested or not shown.
SMILES,PP5 primary,Yeast superoxide,PP1 inh,TPT1 inhibitor,JMJD2C inh,HCV core dimer,CTSL1 counter,EBNA-1 inh,ZTA counter
CC(C)C(=O)Nc1ccc(-c2nc3cccnc3o2)cc1,1.7,108,-4,-2,-28,-2,2,1,8
COc1ccc(C(=O)NCCNC(=O)c2cc(OCC(F)(F)F)ccc2OCC(F)(F)F)cc1,2.0,113,1,0,2,-6,2,-5,2
Cc1nc2ncnn2c(C)c1CCC(=O)Nc1csc(N)n1,1.8,106,6,0,-8,-1,1,-15,-6
Cc1cc(C(=O)NCCN2CCCCC2C)n(-c2ccccc2)n1 (centres undefined),2.0,103,-3,0,2,4,5,0,1
Cc1cc(C)cc(C(=O)N(CCc2ccccc2)C2=CC3CCC(C2)N3C)c1 (centres undefined),-0.8,100,0,1,-14,1,0,8,8
CC(C)NC(=O)C1CCN(C2CCN(Cc3ccc4cccc(F)c4n3)CC2)CC1,-1.2,94,-1,-1,1,-1,-1,2,10
CCSC1=N/C(=C/c2ccsc2)C(=O)N1c1ccccc1,2.2,110,3,-3,-9,8,0,-4,13
CC1CCCCC1NC(=O)c1cccc(S(=O)(=O)N2CCN(Cc3ccccc3)CC2)c1 (centres undefined),-0.6,100,4,2,0,5,0,1,-1
Cc1cc(C)cc(NC(=S)NCc2ccc(S(N)(=O)=O)cc2)c1,1.1,103,0,0,15,1,3,4,15
CC(C)(C)OC(=O)N1Cc2ccccc2C[C@H]1C(=O)NCC(=O)NC1CCCC1,-1.1,106,-3,0,4,4,-1,1,10
O=C(c1ccc(OC2CCN(C(=O)C3CC3)CC2)cc1)N(CCO)Cc1ccccc1,1.7,104,-3,-1,0,0,-1,2,3
O=C(CCS(=O)(=O)c1cccc2nonc12)N1CCN(c2ccc(F)cc2)CC1,2.2,99,-3,-4,1,-4,-9,-3,-4
O=C(COC(=O)c1ccccc1OCC(=O)Nc1ccc(Br)cc1)Nc1ccccc1,0.0,89,-1,-3,4,-6,1,-7,12
CC1(c2ccccc2)NC(=O)N(CC(=O)Nc2cccc(/C=C/c3ccccn3)c2)C1=O (centres undefined),4.4,106,1,0,5,3,-15,-1,2
CCOC(=O)[C@H](CCc1ccccc1)N[C@H]1CCc2ccccc2N(CC(=O)O)C1=O,0.5,89,1,-6,13,-2,0,0,-10
O=C(CCCN1CCN(c2ccccn2)CC1)c1ccc(F)cc1,-2.4,84,2,2,nt,9,1,4,-7
Cc1ccc(NC(=O)CSc2ccc(-c3cccnc3)nn2)c(C)c1,3.8,88,1,0,-5,-18,3,3,-8
Cc1nc2ncnn2c(N2CCCC(C(=O)Nc3ccccc3Br)C2)c1C (centres undefined),1.2,104,-1,-1,8,-10,-9,-4,10
O=C(Cn1ccc([N+](=O)[O-])n1)N1CCCCC1,-1.8,95,-4,3,-11,-5,-5,-8,-2
CS(=O)(=O)c1ccc(S(=O)CC(=O)Oc2ccc(Cl)cc2)c([N+](=O)[O-])c1 (centres undefined),2.8,117,-2,0,1,3,3,-9,-9

# Quoted from the listing.
# O=C(COC(=O)c1ccccc1OCC(=O)Nc1ccc(Br)cc1)Nc1ccccc1 | PP5 primary: 0.0
# COc1ccc(C(=O)NCCNC(=O)c2cc(OCC(F)(F)F)ccc2OCC(F)(F)F)cc1 | ZTA counter: 2
# Cc1cc(C)cc(NC(=S)NCc2ccc(S(N)(=O)=O)cc2)c1 | HCV core dimer: 1
# Cc1nc2ncnn2c(C)c1CCC(=O)Nc1csc(N)n1 | PP5 primary: 1.8

# Other results follow:
SMILES,PP5 primary,Yeast superoxide,PP1 inh,TPT1 inhibitor,JMJD2C inh,HCV core dimer,CTSL1 counter,EBNA-1 inh,ZTA counter
O=C(CN1CCOCC1)Nc1ncc(Cc2cccc(Cl)c2)s1,2.5,112,3,-1,3,0,-1,-1,-10
Cc1ccc2c(COC(=O)c3ccccc3Br)cc(=O)oc2c1,2.8,94,3,-5,-10,-8,2,4,-17
COc1ccc(NC(=S)N2CCN(C/C=C/c3ccccc3)CC2)c(OC)c1,1.8,96,3,0,36,-1,1,6,10
COc1cccc(Nc2nc(NCCO)nc(N3CCCC3)n2)c1,2.0,95,4,-1,5,-1,-2,6,-8
Fc1ccc(-c2[nH]ncc2CN2CCN(c3ccc(F)cc3)CC2)cc1,2.1,108,-1,-1,-5,1,2,-2,0
COC(=O)CNc1nc(Cl)nc(N2CCC(C)CC2)n1,-1.2,51*,6,2,5,-2,-5,-4,5
C#CCNC(=O)C1=C[C@H](c2ccccc2)C[C@H](OCCCCO)O1,2.3,104,1,-3,-11,14,-3,3,-2
COc1cc(=O)n(C)c2c(OCC(O)C(C)(C)O)cccc12 (centres undefined),2.0,97,-5,-2,nt,7,2,7,19
COc1ccc(N(Cc2ccccc2)S(=O)(=O)c2cc(C(=O)O)ccc2Cl)cc1,1.2,98,-2,3,5,9,2,3,-4
Cc1ccc(SCC(=O)Nc2nnc(C(C)(C)C)s2)cc1,2.9,121,4,-1,9,-6,6,-6,-10
CC(=O)Nc1ccc(N(C)C)cc1[N+](=O)[O-],0.9,98,-4,1,3,-12,1,-12,4
C=CCNc1nc(-c2cccc(OC)c2O)nc2ccccc12,0.2,96,6,-5,0,-1,4,1,-15
COc1cccc(NC(=S)NC(=O)/C=C/c2ccco2)c1,5.1,105,7,11,10,26,11,5,-7
COC(=O)c1ccc2ccn(CC(=O)NC(C)C)c2c1,-0.7,91,-1,1,-6,-1,-2,9,12
O=C(CN1CCN(S(=O)(=O)c2ccc(Cl)cc2)CC1)Nc1ccc(N2CCOCC2)cc1,2.7,102,-1,0,-3,5,-1,9,-1
COc1ccc2c(c1)-c1c(sn(-c3ccc(OC)c(OC)c3)c1=S)C(C)(C)N2,2.3,96,-2,0,-18,-16,-4,-2,-19
CCOc1ccc(NC(=O)CN(C)C(=O)C2CC(=O)N(Cc3ccco3)C2)cc1OCC (centres undefined),2.5,81,-2,nt,3,nt,nt,nt,0
CCCCNC(=O)c1ccc2nc(-c3ccco3)c(-c3ccco3)nc2c1,1.2,102,7,1,-5,50*,10,3,3
CCOC(=O)c1c(C)n(C)c2cc(-c3ccc(F)cc3)c(O)cc12,2.4,114,6,1,4,4,-1,7,-8
CCc1nnc(NC(=O)CCS(=O)(=O)Cc2ccccc2)s1,2.5,89,-1,-1,9,4,-2,-7,15
CC(C)C(=O)Nc1c2c(nn1-c1ccccc1)CSC2,-1.6,108,1,-1,-27,-6,2,7,17
O=C(c1ccccc1)N1CCCC(C(=O)N2CCN(c3ccccc3)CC2)C1 (centres undefined),7.0,100,-4,-2,1,2,3,6,2
COc1cc(NS(=O)(=O)c2ccc(NC(=O)CN3C(=O)c4ccccc4C3=O)cc2)nc(OC)n1,4.3,109,-6,-1,3,-5,-4,0,-1
CCN(CC)c1cc2nc(C)n(Cc3ccccc3)c(=O)c2cc1NC(=O)C1CC1,2.4,108,7,5,1,34,11,-4,-19
O=C(Nc1ccc(N2CCN(C(=O)c3ccccc3)CC2)cc1)c1cc2ccccc2o1,3.5,96,1,-7,4,11,-1,-2,9
COc1ccc(N(Cc2nnc3n2CCCCC3)C(=O)Nc2ccccc2)cc1,-1.0,95,-2,-1,-5,1,-5,4,10
CCCC(=O)N1CCN(c2ccc([N+](=O)[O-])cc2Cl)CC1,0.9,99,-6,-1,0,4,-6,0,0
COC(=O)c1ccc(Nc2nnc(-c3ccc(C)c(S(=O)(=O)NCC4CCCO4)c3)c3ccccc23)cc1 (centres undefined),2.8,95,-1,1,-8,7,1,9,7
CCc1c(C)sc2nc3c(C(=O)N4CCOCC4)cc(C(=O)c4ccccc4O)cn3c(=O)c12,0.6,87,1,2,4,8,5,-2,10
Cc1cccc(OCc2nnc(SCn3nnc4ccccc4c3=O)o2)c1,1.1,97,2,-4,6,11,1,7,8
CC/C(=N/Nc1cccc(C)c1)c1cnnc(SC)n1,2.3,109,0,-15,5,-17,-6,2,-18
O=C(COc1ccccc1Cl)NCc1ccncc1,0.1,104,-5,-2,-2,-3,0,5,1
COc1cccc(C2c3c(oc4ccccc4c3=O)C(=O)N2CCCN(C)C)c1OC (centres undefined),2.2,93,-1,1,-2,-3,-2,-3,1
COc1ccccc1N1CCN(CC(O)COc2ccc3c(C)cc(=O)oc3c2)CC1 (centres undefined),1.1,101,-4,-2,3,-2,1,8,19
CC(C)C(=O)Nc1cccc(NC(=S)NC(=O)c2ccc(Cl)cc2)c1,1.5,97,-2,1,-2,-1,-4,-1,-1
COc1ccc(OC)c(Cc2nnc(CCC(=O)NC3CCCC3)o2)c1,2.5,94,4,3,-18,3,2,9,-6
O=C(NCC(c1cccs1)N1CCOCC1)c1cc([N+](=O)[O-])cc([N+](=O)[O-])c1 (centres undefined),-0.5,92,-3,0,-4,-1,6,4,0
CCCn1c(=S)[nH]c2cc(C(=O)N3CCN(C(=O)OCC)CC3)ccc2c1=O,1.2,79,1,-1,-11,3,5,10,0
O=C(Nc1ccc(F)cc1)C1CCCO1 (centres undefined),0.7,110,-4,-1,-9,5,-4,7,5
C=CCNCc1cccn1-c1sc2c(c1C#N)CCCC2,2.6,100,9,2,-6,-1,3,5,-21

# In a second layout: three of the compounds above.
mol	PP5 primary	Yeast superoxide	PP1 inh	TPT1 inhibitor	JMJD2C inh	HCV core dimer	CTSL1 counter	EBNA-1 inh	ZTA counter
CC(C)NC(=O)C1CCN(C2CCN(Cc3ccc4cccc(F)c4n3)CC2)CC1	-1.2	94	-1	-1	1	-1	-1	2	10
CCSC1=N/C(=C/c2ccsc2)C(=O)N1c1ccccc1	2.2	110	3	-3	-9	8	0	-4	13
CC1CCCCC1NC(=O)c1cccc(S(=O)(=O)N2CCN(Cc3ccccc3)CC2)c1 (centres undefined)	-0.6	100	4	2	0	5	0	1	-1

# Remaining list, next part:
SMILES,PP5 primary,Yeast superoxide,PP1 inh,TPT1 inhibitor,JMJD2C inh,HCV core dimer,CTSL1 counter,EBNA-1 inh,ZTA counter
O=C(CNCC(=O)Nc1ccc(F)c(F)c1F)Nc1ccc(F)c(F)c1F,2.4,65*,8,4,-18,-8,3,-19,-14
O=C(Cc1ccc(Br)cc1)N(Cc1ccccc1)c1ccccn1,3.1,98,2,-2,-1,2,-4,-7,-18
COc1ccc2c(c1)O[C@H]1c3ccc(O)cc3OC[C@@H]21,-0.1,81,-4,1,-1,1,-2,4,22
COC(=O)CNc1cccc(C(F)(F)F)c1,0.3,76,-2,2,6,1,-5,6,4
CC1CCCN(C(=O)COC(=O)/C=C/c2ccc(C(F)(F)F)cc2)C1 (centres undefined),5.6,87,1,nt,-5,nt,nt,nt,-10
CCC(=O)c1ccc2c(c1)OCCO2,-0.6,99,-5,-4,9,-7,1,-1,-1
CC1CCC(C(C)C)C(OC(=O)C[n+]2cccc(C(N)=O)c2)C1 (centres undefined),0.8,113,4,-3,12,-11,-2,-4,-3
COc1ccc(CN2CCN(S(=O)(=O)c3ccc(C)cc3)CC2)cc1OC,-1.6,84,-1,-4,-1,-1,-3,7,0
CCOC(=O)C1=C(C(F)(F)F)Nc2ncnn2C1c1cc(OC)ccc1OC (centres undefined),-0.5,112,-1,-1,3,-1,-4,8,-1
O=S(=O)(Nc1nccs1)c1ccc(NCc2cc(Br)cc(Br)c2O)cc1,-0.1,94,0,-3,2,9,2,13,5
COc1ccc(OC)c2c(C)cc(N3CCCN(C)CC3)nc12,2.6,120,3,0,-2,0,0,-12,-12
